Source: PubChem
NR2E3 ag-1 – human photoreceptor-specific nuclear receptor agonism | CHO-S Gal4-NCOR/VP16-NR2E3 two-hybrid, luciferase | AID 602229 | inhibition of corepressor binding, % at 3.98 µM | 360,000 compounds, 0.35% hits;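 active means inhibition above the mean of all tested compounds plus 3 SD, cut at about 70% in these data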;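 further: 0% = DMSO with NR2E3 transfected cells and 100% = cells lacking NR2E3 construct; higher means lower luciferase signal from less NR2E3 corepressor binding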
Target sequence (Q9Y5X4 whole entry, looked up, the tested form may be a part): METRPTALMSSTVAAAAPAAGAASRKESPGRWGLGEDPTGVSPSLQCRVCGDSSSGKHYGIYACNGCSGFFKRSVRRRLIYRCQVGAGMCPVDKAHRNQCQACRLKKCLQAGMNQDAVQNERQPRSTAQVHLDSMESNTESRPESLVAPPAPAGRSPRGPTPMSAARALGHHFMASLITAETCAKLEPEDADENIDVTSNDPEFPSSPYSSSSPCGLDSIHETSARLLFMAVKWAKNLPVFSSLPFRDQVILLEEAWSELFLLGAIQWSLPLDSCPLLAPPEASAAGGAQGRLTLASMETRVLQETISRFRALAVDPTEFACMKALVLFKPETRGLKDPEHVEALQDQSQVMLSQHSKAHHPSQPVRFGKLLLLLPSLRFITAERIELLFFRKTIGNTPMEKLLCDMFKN
MITF TRPM1 inh – MITF TRPM1 promoter inhibition in SK-MEL-5 cells | SK-MEL-5 TRPM1 promoter luciferase, 24 h | inhibition, % at 12.5 µM | 330,000 compounds, 0.83% hits | AID 488899;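 active means mean inhibition across replicates of 60% or more, whatever share of single replicates reaches that level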; further: values of inactives mirror those of a sister screen read the other way
Vif inh – inhibitors of HIV Vif. inhibition, % at 7.49 µM. 340,000 compounds, 0.35% hits. HEK293T cells, Vif self-association by quenched fluorescence, imaging, 24 h. AID 602346; in the data active means inhibition above about 50%, passing the limit was not always enough; further: some results filed as inactive read as strong as hits
Peg3 promoter – inhibitors of Peg3 promoter. HeLa PEG-Prom luciferase reporter, luminescence, overnight. inhibition, % at 20 µM. 360,000 compounds, 1.7% hits;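 active means inhibition of at least 50% at 20 µM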
CF NFkB inh – inhibitors of cystic fibrosis induced NF-kB; 360,000 compounds, 0.86% hits; AID 588850; inhibition, % at 5 µM; KKLEB NF-kB-GFP reporter, PAF-induced, GFP fluorescence overnight;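 active means at least 50% inhibition at 5 µM, scaled per plate between neutral and stimulator controls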;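 further: PAF is a Pseudomonas aeruginosa culture filtrate used as stimulus; plate controls were PAF-stimulated DMSO wells for no effect and unstimulated DMSO wells for full effect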
HIF-2a inh – inhibitors of HIF-2a; 786-0 RCC cells HIF-2a reporter, luciferase luminescence, overnight; inhibition, % at 18.8 µM; 360,000 compounds, 0.72% hits; AID 624352;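 active means inhibition of the luminescence signal of 40% or more relative to plate controls, in a single-dose primary screen at 18.75 µM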
KKLEB cytotox – reduces viability of KKLEB cystic fibrosis airway cells. activity change (cytotoxicity), % at 5 µM. KKLEB CF airway cells viability, ATPlite luminescence, overnight; active compounds read low; cells stimulated with P. aeruginosa culture filtrate. AID 602141. 360,000 compounds, 0.36% hits;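 active means corrected activity change at or below -50% at 5 µM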
Shn3 3UTR inh – reduces Shn3 3'UTR luciferase signal in osteoblasts; Clone20 osteoblast Shn3 3'UTR firefly luciferase, 24 h; inhibition, % at 12.5 µM; 360,000 compounds, 0.52% hits;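 active means mean inhibition of at least 75% with every replicate also reaching 75%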;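 further: 0% = median of neutral control wells and 100% = pilot-screen positive control compound; some compounds past the cut are filed as inactive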
PDI turbidity – blocks human protein disulfide isomerase activity. P07237. PDI insulin aggregation turbidity, A650, 90 min. inhibition, % at 10 µM. 350,000 compounds, 0.052% hits. AID 588391;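 active means mean inhibition across replicates of 30% or more, whatever share of single replicates reach that level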;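 further: absorbance from insulin aggregation driven by PDI reduction with DTT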
Target sequence (P07237 whole entry, looked up): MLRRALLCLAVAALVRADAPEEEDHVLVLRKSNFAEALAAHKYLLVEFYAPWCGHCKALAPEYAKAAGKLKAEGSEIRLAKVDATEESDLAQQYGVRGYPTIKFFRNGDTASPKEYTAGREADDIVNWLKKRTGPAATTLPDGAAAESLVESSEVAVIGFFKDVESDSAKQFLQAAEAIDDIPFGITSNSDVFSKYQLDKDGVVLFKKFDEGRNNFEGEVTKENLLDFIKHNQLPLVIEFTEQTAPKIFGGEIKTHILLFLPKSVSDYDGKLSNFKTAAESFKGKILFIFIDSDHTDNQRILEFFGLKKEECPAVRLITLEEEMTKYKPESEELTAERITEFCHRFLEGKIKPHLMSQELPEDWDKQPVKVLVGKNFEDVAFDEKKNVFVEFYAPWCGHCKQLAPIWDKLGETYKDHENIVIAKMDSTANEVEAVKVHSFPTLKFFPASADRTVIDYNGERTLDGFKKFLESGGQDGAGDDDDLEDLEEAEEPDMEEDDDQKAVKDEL
NR2E3 ag-2 – activates human photoreceptor nuclear receptor NR2E3; 320,000 compounds, 0.12% hits; AID 2300; inhibition of corepressor binding, % at 4.78 µM; GST-NR2E3/biotin-RetCOR TR-FRET, 1536-well;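 active means percent inhibition above the cutoff of mean plus 3 SD of all tested compounds, set per screening campaign, cut at about 20% in these data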;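 further: 0% = DMSO wells and 100% = biotin wells as full block of FRET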
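System: GST-NR2E3 and biotin-RetCOR proteins; probe or stimulus: 7 nM biotin-RetCOR; doses: compound at 4.8 µM, single dose; schedule: Compound–protein incubation for 5 h at 4 °C; detection: time-resolved FRET; read-out: percent inhibition; controls: biotin wells as high control, 0.6% DMSO wells as low control; format: 1536-well plates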
CaV13 FRET inh – Primary screen for inhibitors of IQ motif and Ca2+-dependent inactivation inhibitor domain binding in CACNA1D, Förster resonance energy transfer in living cells, …; inhibition, % at 12.3 µM; 340,000 compounds, 0.098% hits; AID 743397; HEK cells, CFP/YFP FRET ICDI-IQ, plate reader, 10 min; percent FRET-ratio fall versus neutral wells;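 active means mean replicate inhibition of at least 30% and at least 1% of replicates passing that level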;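 further: 0% = median of the neutral control wells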
* = called active by the depositor; / = no result given.

SMILES	NR2E3 ag-1	MITF TRPM1 inh	Vif inh	Peg3 promoter	CF NFkB inh	HIF-2a inh	KKLEB cytotox	Shn3 3UTR inh	PDI turbidity	NR2E3 ag-2	CaV13 FRET inh
O=C(/C=C/c1ccccn1)c1ccc(Br)cc1O	4	-13	-6	-21	11	-17	-5	-33	6	1	-3
CCc1ccc(C(=O)CN2C(=O)NC(C)(c3ccc(C)cc3)C2=O)cc1 (configuration not stated)	-8	18	10	20	-10	16	5	-2	-3	5	-5
COc1ccc(CN(C(=O)c2nsc(Cl)c2Cl)C(C(=O)NC2CCCCC2)c2ccc(OC)cc2)cc1 (configuration not stated)	-23	10	-3	26	26	-17	-32	27	-5	3	-6
CC(=O)NC1(c2ccc(F)cc2)CCN(C(=O)Nc2ccc(F)cc2F)CC1	0	-3	10	-1	-14	13	14	7	2	-1	-5
CCC(C)n1c(SCC(=O)Nc2cc(C(C)(C)C)nn2-c2ccccc2)nc2ccccc2c1=O (configuration not stated)	-6	1	9	31	9	15	-1	13	19	-1	-4
CC(C)Nc1nc(Nc2ccc(C#N)cc2)c2sccc2n1	7	/	-6	29	22	8	-17	14	-11	/	-5
COc1cc(/C=C2\C(=O)N(C)C(=S)N2C)ccc1O	-32	-4	/	-7	-13	-2	2	4	17	-3	-5
c1ccc(OCCNc2ccn3nc(-c4ccccc4)cc3n2)cc1	-65	/	-6	-191	-18	-296	4	-35	7	/	-6
CC1CCN(S(=O)(=O)c2ccc(C(=O)NNC(=O)C3CC3)cc2)CC1	-11	-3	0	4	-13	15	-1	4	-1	3	/
Cn1c(=O)c2c(ncn2CC(=O)OCC(=O)Nc2ccc(F)cc2Cl)n(C)c1=O	-15	-12	29	-2	-20	1	6	5	-12	/	-9
O=[N+]([O-])c1ccc(N/N=C/c2cccc(O)c2)cc1	-103	-50	-17	-357	-41	-94	2	-6	-7	0	-31
O=C(COc1ccc(Oc2ccccc2)cc1)NCc1cn2ccccc2n1	-5	39	3	12	14	22	-11	11	3	2	-1
Cc1nn(CC2CC2)c(=O)n1-c1cccc(Cl)c1	9	-2	19	22	-5	0	9	0	-1	3	-6
CCNc1nc(SCC(=O)Nc2ccccc2)nc(N2CCOCC2)n1	16	7	3	23	24	2	-15	13	-1	1	-4
CN(C)S(=O)(=O)N1CCN(c2ccc([N+](=O)[O-])cc2)CC1	-21	-5	5	14	8	9	-2	12	-3	4	-4
Nc1ccn(C2OC(COP(=O)(O)O)C(O)C2O)c(=O)n1 (configuration not stated)	-1	-9	10	40	-11	8	-1	32	5	/	-6
CCc1cccc(CC)c1NC(=O)C1SC(=Nc2ccccc2C)C(c2nc3ccccc3s2)=C1N (configuration not stated)	-68	10	-5	-26	14	-83	22	-12	-1	4	-3
COc1ccc(NC(=O)CCNS(=O)(=O)c2ccc3c(c2)CC(C)N3C(=O)C2CC2)cc1 (configuration not stated)	-9	-5	-2	4	-17	-13	-9	33	-7	-4	-5
COc1cc(CC(=O)Nc2ccc(N3CCOCC3)cc2)cc(OC)c1OC	13	12	2	13	-8	18	20	1	-4	1	-4
Cc1cccc(C)c1NC(=O)CN(C)C(=O)C1CC(=O)N(c2cccc3ccccc23)C1 (configuration not stated)	-23	1	-1	7	-10	7	16	15	-3	-1	-4
COc1cccc(-c2nnc(NC(=O)c3cccs3)s2)c1	-71	-48	11	-273	-23	-211	-2	-37	-10	-6	-3
CN(C(=O)COC(=O)CNC(=O)c1ccc(C(C)(C)C)cc1)c1c(N)n(Cc2ccccc2)c(=O)[nH]c1=O	-24	-18	9	-13	9	-5	-6	-24	1	5	-6
O=C(N/N=C/c1cccnc1)c1cc(-c2ccc(Br)cc2)nc2ccccc12	-48	13	-6	-10	-7	-67	-9	-8	-2	/	-6
Cc1nc2nc(C(F)(F)F)[nH]c2nc1C	-1	/	10	3	0	3	-1	-26	12	/	-6
COc1ccc(-c2ccc(N(C)C)cc2)cc1[C@H]1[C@@H]2C=CCC[C@@]2(C)C(=O)N1Cc1ccccc1	-9	6	-2	11	37	-11	9	14	0	1	-7
CCOc1cc(NC(=O)Nc2ccc(F)cc2)c(OCC)cc1NC(=O)CC	-4	17	5	10	-8	11	-2	6	8	-1	-2
Cc1ccc(SC(C)C(=O)Nc2ncn[nH]2)cc1 (configuration not stated)	1	-15	4	1	-2	0	17	-14	0	-1	-6
O=C(CN1CCN(c2ncccn2)CC1)NCc1ccc2c(c1)OCO2	-8	-6	2	5	-6	16	0	9	3	0	-2
O=C(NNc1ccccc1)OCc1ccccc1	-22	/	-4	-55	10	-90	-11	-16	5	/	-6
Cc1ccc(NNC(N)=S)cc1Cl	-13	-7	-9	-6	8	1	0	-46	2	1	-2

Part of the list above in order of molecular weight, rising.
SMILES	NR2E3 ag-1	MITF TRPM1 inh	Vif inh	Peg3 promoter	CF NFkB inh	HIF-2a inh	KKLEB cytotox	Shn3 3UTR inh	PDI turbidity	NR2E3 ag-2	CaV13 FRET inh
Cc1nc2nc(C(F)(F)F)[nH]c2nc1C	-1	/	10	3	0	3	-1	-26	12	/	-6
O=C(NNc1ccccc1)OCc1ccccc1	-22	/	-4	-55	10	-90	-11	-16	5	/	-6
COc1cccc(-c2nnc(NC(=O)c3cccs3)s2)c1	-71	-48	11	-273	-23	-211	-2	-37	-10	-6	-3
CN(C(=O)COC(=O)CNC(=O)c1ccc(C(C)(C)C)cc1)c1c(N)n(Cc2ccccc2)c(=O)[nH]c1=O	-24	-18	9	-13	9	-5	-6	-24	1	5	-6

Remaining list, next part.
SMILES	NR2E3 ag-1	MITF TRPM1 inh	Vif inh	Peg3 promoter	CF NFkB inh	HIF-2a inh	KKLEB cytotox	Shn3 3UTR inh	PDI turbidity	NR2E3 ag-2	CaV13 FRET inh
Cc1ccc(O)c(NC(=O)C2CC(c3ccc(F)cc3)=NO2)c1 (configuration not stated)	-18	6	3	6	-7	10	2	-30	4	-2	-10
OC(CNC1CCCc2ccccc21)COc1c(Cl)cccc1Cl (configuration not stated)	-21	9	11	-13	3	19	-10	16	-8	-2	-9
CC(C)[C@@H]1C=C(C(=O)O)O[C@H](OCCCCO)C1	-16	7	/	1	-2	6	-2	-9	3	-4	-9
CC(=O)Nc1cccc(NC(=O)CSc2nc(=O)n(CCN3CCOCC3)c3c2CCCC3)c1	19	10	1	-1	-7	17	-8	-6	12	-5	-12
CC/C(O)=C1\C(=O)CC(c2ccccc2)CC1=NCCC(=O)O (configuration not stated)	-8	-4	4	1	6	15	10	-6	-4	0	-3
Cc1nc(C(F)(F)F)ccc1C(=O)N1CCC1(C)C(=O)Nc1ccc2c(c1)OCO2 (configuration not stated)	3	/	5	-2	-46	-14	10	-6	-4	/	-9
Cc1ccc(C(=O)/C=C/c2cc(C#N)n(C)c2C)cc1	-40	-10	6	-71	-23	-100	9	22	-7	-1	-4
O=C(NCCCN1CCOCC1)C1COc2ccccc2O1 (configuration not stated)	8	5	-6	-30	2	5	-4	3	-2	2	-10
CCc1nn(CCCC(=O)N2CCc3ccccc3C2)c(=O)c2cc3occc3n12	-17	-3	3	12	2	1	-19	2	1	3	-7
CC(C)(C)n1nnnc1CN1CCC(NC(=O)NC2CCCCC2)CC1	-19	-3	1	11	12	-5	7	18	-2	-2	-5
CCOc1ccc(S(=O)(=O)N2CCC(C(=O)NCc3ccncc3)CC2)cc1Cl	-4	13	/	23	4	9	-6	-9	-7	4	-3
O=C(c1ccc(CSc2ccc(Cl)cc2)cc1)N1CCCC1	-78	-49	0	-161	10	-165	-6	-39	-6	1	-5
NNC(=O)c1ccc(COc2cccc3ccccc23)o1	-15	11	1	-11	-30	0	3	5	-5	3	-21
COc1ccc(CN2CCOCCOCCOCCOCCOCC2)cc1	-6	-7	0	7	16	20	-7	-21	0	-1	-4
CC(C)CCNC(=O)CCc1nnc(Cc2c[nH]c3ccccc23)o1	0	15	-3	7	3	1	-2	9	-4	4	-5
COC(=O)Cc1nc(NC(=O)c2cccs2)sc1C	-63	-42	2	-103	-1	-165	7	-9	4	1	/
CCOC(=O)[C@@H]1[C@H]2COc3ccc(Br)cc3[C@@H]2N2C(=O)N(c3ccc(Br)cc3)C(=O)[C@@]12C	0	-2	-3	15	-16	2	3	21	0	/	-5
COc1ccc(OC)c(S(=O)(=O)Nc2ccc(-c3ccc4nncn4n3)cc2)c1	19	20	7	26	30	28	-5	50	-1	-3	-5
CC(C)(C)NS(=O)(=O)c1ccc(OCC(=O)NCC2CCCO2)cc1 (configuration not stated)	-28	-2	16	-7	3	4	2	-7	1	-2	-6
NS(=O)(=O)c1ccc(CCNCc2cccs2)cc1	-32	5	-6	-4	6	4	-11	-15	8	4	-5
O=C1CC(=O)N(CCc2ccccc2)C(=O)N1CCc1ccccc1	-35	-3	8	2	-3	5	0	-5	0	-2	-4
COc1ccc(/C=N/NC(=O)c2ccc(N(C)S(=O)(=O)c3ccccc3)cc2)cc1OC	-9	-11	2	8	-12	12	-14	9	-3	1	-5
c1cncc(-c2nnc(-c3ccco3)o2)c1	-16	-20	7	-28	-1	-44	0	7	-4	0	-8
O=C(COC(=O)Cc1ccc(Br)cc1)NCc1cccs1	-16	-1	2	9	-11	15	-5	-3	-16	/	-5
Cc1ccc(OCC(=O)Nc2ccc(S(=O)(=O)N3CCCCC3)cc2)c([N+](=O)[O-])n1	2	3	7	24	12	12	2	10	-2	0	/
Cc1cc(C)n(-c2ccc(C(=O)OCC(=O)NCc3ccco3)cc2)n1	-7	5	14	5	-4	13	11	2	-1	-2	/
COc1ccc(Cl)cc1C(=O)NC(C)C	10	-5	-4	7	2	22	2	6	-10	-5	-18
Cc1ccc(C(=O)Nc2nnc(-c3ccc(C(C)(C)C)cc3)s2)cc1	-31	-11	-8	-26	-5	-29	-2	-18	3	1	-2
c1ccc(-n2cc(CN3CCC(N4CCOCC4)CC3)c(-c3ccc4c(c3)OCO4)n2)cc1	-11	-15	3	2	7	10	-3	-15	-4	-3	-5
O=C(Nc1ccc(F)cc1F)c1ccc(S(=O)(=O)N2CCCCC2)cc1	2	10	9	-1	-9	13	25	12	6	6	/
Cc1cc(NC(=O)CSc2nnc(C)o2)no1	2	7	-4	8	1	4	-1	2	1	0	-5
CCOC(=O)c1cccc(NC(=O)Cn2cnc3c2c(=O)n(C)c(=O)n3C)c1	2	12	-6	11	-7	11	-11	9	8	-2	-4
COc1cccc(COC(=O)C2CCN(S(=O)(=O)c3ccc(Cl)cc3)CC2)c1OC	-5	0	19	-5	29	13	2	19	-6	3	-1
N#CCC(=O)N1CC2(CC(c3cccc(NC(=O)COc4ccc(Cl)cc4)c3)=NO2)C[C@@H]1C(N)=O (some centres not stated)	1	-5	0	-4	4	3	7	-17	2	6	-10
CCOC(=O)N1CCN(c2c(Nc3cc(C)[nH]n3)c(=O)c2=O)CC1	-4	8	25	12	-30	2	6	3	-4	6	-6
CC(C)c1cc(O)c(-c2ccccc2)c(=O)n1-c1ccc(Cl)cc1	6	8	-2	-9	21	7	-2	-7	-5	-1	-22
